Mito fusion yeast – blocks mitochondrial division or promotes mitochondrial fusion | hit rate 0.23% among 320,000 | S. cerevisiae fusion-defective mutant growth rescue, CellTiterGlo 48 h | Potency, µM (highest dose often 46.1 µM), inactives show top-dose growth rescue (activation), most hits filed as activators;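 note: potency is the fitted concentration of half-maximal effect; % of control where 0% means no effect; nearly all actives have a fitted effect of over 45% in size; temperature-sensitive fusion mutants such as fzo1-1 at 37 °C on non-fermentable ethanol glycerol medium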
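Yeast fusion mutant, YPEG (non-fermentable carbon), compound, 48 h at 37C non-permissive; CellTiterGlo added, 10 min RT, luminescence read. Rescued growth = division inhibition.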
TSHR antag – human thyrotropin receptor antagonism. hit rate 0.2% among 330,000. activity change, negative = inhibition, % at 11.5 µM. P16473. TSHR-expressing cells, TSH-stimulated cAMP HTRF, 2 h; active compounds read low;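 active = activity change below a set negative limit, meaning inhibition stronger than a set level, cut at about -70% in these data; inconclusive = activity change between two set negative limits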; note: % is set by controls: 0 for no effect and ±100 for the full control effect
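Competitive HTRF cAMP read-out (cryptate anti-cAMP antibody, cAMP-d2; 30 min, room temperature) in freshly harvested TSHR cells. Compounds added before TSH at EC80 (4nM final), followed by 2 hours' incubation at 37 deg C.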
TCR act – activators of T cell receptors; AID 504894; 330,000 tested, under 10 active; Potency, µM (series often up to 9.22 µM), for the others: top-dose activation of IL-2 secretion, most hits filed as activators; primary human leukocytes, anti-CD3, IL-2 HTRF, 48 h; note: % of control where 0% means no effect
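TCR engagement came from a-CD3 beads alone, with compounds added to primary human leukocytes for 48 hr. Secreted IL-2 bridged europium cryptate- and d2-labelled anti-IL-2 antibodies, giving FRET emission at 665nm after 320nm excitation.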
TSG101-PTAP inh – blocks PTAP/TSG101 interaction to inhibit HIV-1 budding; Q99816; Fluorescence polarization, FITC-PTAP peptide / Tsg101 binding; Potency, µM (top dose mostly 115 µM), without a hit: at the top dose activity change, negative = inhibition, usual class: inhibitors; 340,000 tested, under 10 active; AID 493005; active = well fitted inhibition curve with a large enough effect in the main read-out, with a control signal flat, not every such curve was filed as active; inconclusive = small, poorly fitted or top-dose-only effect, or effect the other way, or a change in a side signal; inactive = no such curve, though single readings can be large or run the other way; note: potency is the fitted concentration of half-maximal effect; % of control where 0% means no effect
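FP read-out: FITC-PTAP peptide, 50 nM final, binding Tsg101 binding domain, 10 uM final; 20 min, r.t.; 10 mM HEPES pH 7.5, 0.15 M NaCl, 0.01% Tween 20, 3 mM EDTA, 0.1 mM TCEP.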
B2AR arrestin – recruits beta-arrestin to the human beta2-adrenergic receptor; P07550; beta-arrestin recruitment to beta2AR, cell-based reporter; Potency, µM (top dose mostly 46.1 µM), for the others: at the top dose activation, usual class: activators; hit rate 0.02% among 330,000; AID 492947;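 note: potency is the fitted concentration of half-maximal effect; 0% = DMSO controls and full agonism = EC100 isoproterenol or metaproterenol; nearly all actives have a fitted effect of over 65% in size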
Tb PFK inh – inhibitors of T. brucei phosphofructokinase; O15648; T. brucei PFK, ADP-Glo luminescence; Potency, µM (top dose mostly 57.5 µM), for the others: at the highest dose activity, negative = inhibition, hits mostly inhibitors; hit rate 0.17% among 330,000; AID 485367;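 note: potency is the fitted concentration of half-maximal effect; 0% = uninhibited 1x PFK enzyme wells and -100% = no-enzyme wells; nearly all actives have a fitted effect of over 60% in size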
Target sequence (O15648 whole entry, looked up): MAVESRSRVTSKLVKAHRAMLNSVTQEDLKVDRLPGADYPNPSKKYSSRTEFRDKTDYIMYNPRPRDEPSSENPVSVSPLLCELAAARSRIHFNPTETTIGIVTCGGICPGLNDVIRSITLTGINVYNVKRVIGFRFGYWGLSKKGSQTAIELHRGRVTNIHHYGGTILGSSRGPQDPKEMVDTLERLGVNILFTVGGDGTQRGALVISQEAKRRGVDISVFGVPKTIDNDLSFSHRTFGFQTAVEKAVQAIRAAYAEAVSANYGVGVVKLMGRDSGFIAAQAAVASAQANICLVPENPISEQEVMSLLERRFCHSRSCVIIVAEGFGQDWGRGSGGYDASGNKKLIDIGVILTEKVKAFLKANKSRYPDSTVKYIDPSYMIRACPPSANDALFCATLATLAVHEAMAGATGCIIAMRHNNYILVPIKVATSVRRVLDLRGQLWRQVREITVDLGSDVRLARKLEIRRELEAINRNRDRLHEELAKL
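Luminescent ADP detection (ADP-Glo, two-step: ATP depletion then ADP-to-ATP conversion for luciferase) reported PFK activity after 45 min room-temperature reaction of 1.25 nM enzyme with 0.5 mM F6P and 0.1 mM ATP at pH 8.0.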
Eya2 inh – blocks the phosphatase activity of human Eya2. O00167. recombinant Eya2, OMFP fluorescence dephosphorylation (OMFP is methylfluorescein phosphate). Potency, µM (top dose mostly 76.9 µM), inactives show at the highest dose activity, negative = inhibition, hits mostly inhibitors. hit rate 0.006% among 330,000. AID 488837; note: potency is the fitted concentration of half-maximal effect; % is set by controls: 0 for no effect and ±100 for the full control effect
Target sequence (O00167 whole entry, looked up): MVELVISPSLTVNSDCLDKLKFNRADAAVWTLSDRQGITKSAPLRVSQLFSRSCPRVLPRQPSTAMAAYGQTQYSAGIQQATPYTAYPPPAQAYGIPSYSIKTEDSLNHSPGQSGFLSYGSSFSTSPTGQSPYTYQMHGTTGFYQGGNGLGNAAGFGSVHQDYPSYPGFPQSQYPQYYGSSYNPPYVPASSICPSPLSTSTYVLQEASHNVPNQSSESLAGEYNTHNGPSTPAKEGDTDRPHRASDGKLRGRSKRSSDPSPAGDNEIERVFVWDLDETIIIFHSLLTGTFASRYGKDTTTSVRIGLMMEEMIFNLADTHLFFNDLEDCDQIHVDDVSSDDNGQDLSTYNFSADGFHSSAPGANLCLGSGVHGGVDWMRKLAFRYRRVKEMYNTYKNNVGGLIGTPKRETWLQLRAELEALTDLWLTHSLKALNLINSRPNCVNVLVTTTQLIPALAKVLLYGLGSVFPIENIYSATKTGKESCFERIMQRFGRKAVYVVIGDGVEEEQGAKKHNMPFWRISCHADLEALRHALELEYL
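Eya2 protein (added as 0.2 uM solution) was preincubated with compound for 10 min at ambient temperature in 50 mM HEPES pH 7.5, 50 mM NaCl, 5 uM MgCl2, 0.05% BSA, 1 mM DTT. OMFP (added at 50 uM) then reacted 10 min; fluorescence read at 485/525 nm.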
uPA generation – cell surface uPA generation inhibition; cell surface uPA generation assay, qHTS; Potency, µM (top dose mostly 38.3 µM), for the others: top-dose activity change, negative = inhibition, hits mostly inhibitors; hit rate 0.31% among 330,000; AID 540303; active = well fitted inhibition curve with a large enough effect; inconclusive = small, poorly fitted or top-dose-only effect; inactive = no such curve, though single readings can be large or run the other way; tested in mouse RAW 264.7 cells; note: potency is the fitted concentration of half-maximal effect; % is set by controls: 0 for no effect and ±100 for the full control effect; nearly all actives have a fitted effect of over 55% in size
ELG1 repair inh – inhibitors of ELG1-dependent DNA repair in HEK293T cells. HEK293T ELG1-luciferase reporter, luminescence, 16 h; DNA damage induced by 5-fluorouridine. Potency, µM (highest dose often 46.1 µM), inactives show top-dose activity change, negative = inhibition, most hits filed as inhibitors. hit rate 2.3% among 330,000; note: potency is the fitted concentration of half-maximal effect; % is set by controls: 0 for no effect and ±100 for the full control effect; nearly all actives have a fitted effect of over 55% in size
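Reporter activity after DNA damage by 5-fluorouridine is monitored. Compound-treated cells incubate 16 hr at 37 °C, then ONE-Glo is added for 30 min before luminescence reading.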
USP2a inh – blocks human ubiquitin-specific protease USP2a; Potency, µM (doses to about 38.3 µM), for inactives: at the highest dose activity change, negative = inhibition, most hits filed as inhibitors; O75604; hit rate 0.01% among 330,000; USP2 core, Ub-CHOP2 coupled fluorogenic reporter, 485/531;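 note: potency is the fitted concentration of half-maximal effect; plate controls were DMSO wells for no effect and full inhibition by NEM control for full effect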
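Cell-free coupled assay: 10nM USP2 core preincubated 30min RT with compound in Tris-HCl pH 8.0/CaCl2/CHAPS buffer, then 25nM Ub-CHOP2 and 25nM reporter substrate; fluorescence (Ex 485/Em 531) read after 60min RT, normalized to NEM inhibition, concentration-response curves fitted.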
BCR signal inh – chronic active BCR signaling inhibition | ABC-DLBCL IkBa-CBG/CBR reporter, luminescence ratio, 4 h | Potency, µM (top dose mostly 46.1 µM), inactives show at the top dose ratio change, negative = lower green/red ratio, actives largely listed as inhibitors | hit rate 0.05% among 340,000 | AID 493014; active = well fitted inhibition curve with a large enough effect in the signal ratio, with a control signal flat, not every such curve was filed as active; inconclusive = small, poorly fitted or top-dose-only effect, or effect the other way, or a change in a side signal; the % refers to the signal ratio;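 note: potency is the fitted concentration of half-maximal effect; plate controls were basal doxycycline-induced cells for no effect and cells given 10 µM MG132 for full effect; MG132 reads +100%, hits lower the ratio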
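TMD8 ABC-DLBCL cells carrying doxycycline-inducible green luciferase fused to IkappaBalpha plus unfused red luciferase were exposed to compounds (up to 46 uM) for 4 hrs at 37C. Activity came from the overlap-corrected green/red luminescence ratio.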
Numbers without * were called inactive; ? = inconclusive; · = no result given; [ ] = dose if it differs, or a comment. Unless noted, calls come from the whole dose curve; as a rule, active = well fitted curve in the direction sought with a large enough effect; inconclusive = small, poorly fitted or top-dose-only effect, or another doubt; inactive = no such curve, though single readings can be large; an effect the other way counts as inactive or inconclusive. Hits appear at their usual frequency (roughly 3% active in at least one column).

no.	SMILES	Mito fusion yeast	TSHR antag	TCR act	TSG101-PTAP inh	B2AR arrestin	Tb PFK inh	Eya2 inh	uPA generation	ELG1 repair inh	USP2a inh	BCR signal inh
1	CCCCCN(C(=O)CCC(=O)OCC(=O)N(C)c1ccccc1)c1c(N)n(CCCC)c(=O)[nH]c1=O	-0.2%	4.3	2.1%	-2.3%	-0.1%	-3.6%	26.7%	13.7%	-2.0%	0.8%	9.5%
2	COc1ccc(OC)c(N2C(=O)[C@@H]3C(c4ccccc4Cl)=NO[C@@H]3C2=O)c1	-3.3%	1.9	-1.5%	-7.3%	-0.3%	-12.1%	13.2%	10.0%	-8.1%	-0.6%	-3.5%
3	CN1C(=O)C(O)(C2COC(C)(C)CC2=O)c2cc(Br)ccc21 (configuration not stated)	4.6%	4.9	0.7%	-1.7%	-0.4%	0.2%	4.1%	-14.8%	9.4%	3.8%	?
4	FC(F)(F)c1ccc(Oc2ccccc2Cl)nc1	4.2%	3.9	0.9%	0.1%	0.0%	-0.2%	-2.3%	7.3%	8.2%	2.3%	3.4%
5	Cc1ccc(N=Cc2c(O)cc(C)oc2=O)c(C)c1	-0.7%	-3.8	11.8%	0.3%	-0.2%	-0.2%	2.4%	2.5%	7.9%	-0.3%	0.2%
6	CCCOC(=O)Nc1ccccc1C(N)=O	0.5%	7.8	1.2%	-2.1%	-0.8%	-3.0%	-15.9%	8.0%	12.2%	0.3%	1.1%
7	Cc1ccc(C2C(C#N)=C(N)Oc3c2oc(CO)cc3=O)o1 (configuration not stated)	3.3%	-1.5	-4.2%	-8.7%	-0.7%	-22.4%	1.1%	-2.7%	5.3%	0.4%	0.3%
8	Cc1ccc(CNC(=O)CCS(=O)(=O)c2ccc(Br)s2)o1	-3.7%	-3.1	·	-1.3%	-0.3%	-6.1%	7.2%	·	10.8%	0.7%	1.2%
9	CC(=O)Nc1ncc(Cc2cccc(Cl)c2Cl)s1	?	-18.7	4.6%	-1.7%	-0.2%	10.2%	-2.6%	5.4%	10.4%	2.5%	-3.9%
10	O=C(OCc1nnc(-c2ccccc2)o1)c1ccc2c(c1)OCO2	23.1%	1.8	3.4%	-2.2%	3.6%	2.0%	-8.1%	-0.7%	0.0%	-0.3%	-3.2%
11	O=C(c1ccc2c(=O)n3c(nc2c1)CCC3)N1CCN(S(=O)(=O)c2cccc(F)c2)CC1	-5.2%	4.5	3.1%	1.8%	-0.3%	1.0%	5.5%	0.4%	2.9%	-5.3%	-2.5%
12	CCCC1OC23CCCCC2C(C#N)(C(=N)O3)C1(C#N)C#N (configuration not stated)	2.5%	1.7	3.3%	-8.5%	0.5%	-11.0%	-29.8%	-0.8%	-4.4%	3.8%	-0.2%
13	Cc1cccc(-n2c(O)cnc2Nc2nc(C)cc(C)n2)c1	3.2%	-4.6	-2.5%	-3.8%	0.0%	3.2%	4.2%	-5.5%	1.8%	-0.2%	-5.4%
14	Fc1cccc(CSc2ccc3nnc(-c4cccnc4)n3n2)c1	-2.4%	7.7	·	-0.9%	0.0%	-0.4%	4.4%	-3.8%	8.0%	6.0%	-6.2%
15	CC(=O)Nc1ccc(NC(=O)CCSCCc2ccccn2)cc1	-0.5%	9.4	0.4%	1.3%	-0.5%	-1.7%	-0.8%	1.0%	14.7%	1.5%	?
16	O=C(Nc1ccccc1O)c1c(O)c2c([nH]c1=O)CCCC2	?	1.7	-8.5%	-5.6%	0.1%	1.0%	0.5%	-1.9%	?	0.0%	?
17	O=C(NC1CCCCC1)NC1CC2CCC(C1)N2C(=O)NCc1ccccc1 (configuration not stated)	-2.3%	25.9	·	·	0.0%	-2.5%	11.2%	·	?	-7.4%	?
18	CSCCC(NC(=O)c1ccccc1)C(=O)NCc1ccco1 (configuration not stated)	-0.3%	-2.9	-5.2%	-0.6%	0.0%	-5.4%	-11.6%	10.5%	-0.5%	-0.1%	2.1%
19	CCc1cc(-c2n[nH]c(=S)n2-c2cccc(C)c2)cs1	?	2.3	-1.9%	-6.4%	0.1%	-21.8%	6.6%	·	14.2%	0.5%	-0.8%
20	CC(=O)Nc1cccc(NC(=O)CSc2ncc(C(=O)Nc3ccc(F)cc3)c(=O)n2C)c1	-6.4%	1.5	1.0%	-7.7%	0.1%	-4.8%	22.2%	-6.9%	?	3.7%	-29.8%
21	CCOC(=O)Nc1cc2c(cc1C(C)=O)OCO2	-1.9%	34.3	6.6%	0.4%	0.0%	-0.3%	-18.7%	-1.9%	-0.4%	1.8%	6.1%
22	COCCCNc1nc2ccccc2nc1NS(=O)(=O)c1ccc(Cl)cc1	14.1µM*	-14.9	14.3%	-7.2%	-0.8%	6.1%	-8.5%	9.6%	-15.4%	0.6%	-0.4%
23	COC(=O)NNC(=S)Nc1ccc(Br)cc1	-2.9%	-3.1	5.8%	2.4%	0.1%	-1.3%	-3.5%	-6.1%	13.4%	4.1%	1.0%
24	CCOC(=O)Cn1nc(C)n(-c2ccc(F)cc2)c1=O	-2.2%	-3.5	0.7%	1.1%	-0.3%	-4.6%	7.3%	-0.1%	-7.1%	0.4%	-0.2%
25	COc1cnc(-c2ccccn2)nc1Oc1cccc(Cl)c1	2.6%	-26.7	4.1%	-2.8%	-0.2%	-2.1%	-5.9%	-4.0%	?	0.1%	-12.0%
26	CC(C)(C)NC(=O)CCCCCCCC(=O)NC(C)(C)C	2.0%	1.2	-4.2%	-1.4%	0.3%	-3.6%	-4.2%	2.4%	20.5%	1.8%	-0.8%
27	CCN(Cc1nc2cc(Cl)ccc2c(=O)[nH]1)C(=O)c1nn(C)c(=O)c2ccccc12	-6.3%	5.6	-3.0%	1.8%	0.0%	-2.8%	-20.6%	-0.7%	?	1.7%	-9.0%
28	COc1c2c(cc3ccc(=O)oc13)CCO2	2.2%	-2.0	-3.1%	-5.4%	-1.0%	4.2%	-9.0%	22.8%	-4.1%	2.0%	-3.2%
29	NC(=O)Cn1c(=O)oc2ccccc21	-9.9%	3.1	-0.7%	-4.9%	0.0%	-7.1%	-13.1%	3.6%	2.6%	3.1%	6.0%
30	O=C(NNc1cccc(Cl)n1)Nc1ccccc1F	13.8%	1.6	-24.2%	-1.9%	0.1%	-18.3%	5.7%	3.4%	17.0%	1.1%	-11.8%
31	O=C(NCc1ccccc1Cl)C1CCC(=O)N1Cc1ccc(F)cc1 (configuration not stated)	2.4%	-2.9	-1.5%	-10.8%	-0.6%	-8.6%	-26.7%	-7.7%	2.3%	0.7%	-0.5%
32	CCOc1ccc(NS(=O)(=O)c2ccc(C(=O)N3CCCC(C)C3)cc2)cc1 (configuration not stated)	3.2%	-15.4	4.4%	-6.9%	0.2%	1.5%	-27.2%	-11.8%	-18.8%	-2.7%	-8.7%
33	CCC1CCCCN1CCCNC(=O)c1cc2c(=O)[nH]c3ccccc3c2n1C (configuration not stated)	-7.4%	-4.5	-3.6%	-2.2%	-0.2%	-3.2%	1.2%	-0.1%	?	2.9%	-3.6%
34	CCSc1nc2c(c(=O)[nH]1)C(c1cccnc1)C(C(=O)OC)=C(C)N2 (configuration not stated)	-3.7%	-2.0	-0.1%	0.8%	-0.8%	9.9%	14.1%	6.3%	4.3%	3.1%	6.4%
35	Cc1cc(C)n2cc(CSc3ccc(Br)cc3)nc2n1	20.0%	-5.7	9.9%	-2.7%	0.1%	-0.3%	-1.2%	-5.7%	?	-1.5%	2.8%
36	Cc1onc(-c2ccccc2)c1-c1nnc(COC(=O)c2ccc(O)cc2)o1	2.9%	-11.6	1.9%	-8.6%	0.1%	2.4%	-5.2%	-2.1%	?	-1.0%	4.2%
37	O=C(Nc1ccc(S(=O)(=O)NCc2ccco2)cc1)c1ccc(F)cc1	0.6%	3.6	2.7%	0.6%	-0.1%	-4.1%	5.9%	-12.1%	?	1.8%	-1.7%
38	COc1ccc(/C=C/C(=O)NCCOc2ccc(C)cc2)cc1	-4.3%	-2.8	2.3%[46.1 µM]	0.0%	-1.6%	-0.2%	-0.3%	5.5%	?	0.3%	-0.4%

Assay outcomes (PubChem BioAssay)
